TRPC6 act: activators of mouse TRPC6 channel; HEK293-TRPC6 membrane potential dye fluorescence; stronger effect = higher value; B-score at 10 µM; actives 0.13% (n = 310,000); AID 2550;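 active means B-score of the integrated fluorescence ratio above library mean plus 3 SD, and starting fluorescence ratio within library mean plus 5 SD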;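 further: higher score means more depolarization so channel activation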
Target sequence (Q61143 whole entry, looked up): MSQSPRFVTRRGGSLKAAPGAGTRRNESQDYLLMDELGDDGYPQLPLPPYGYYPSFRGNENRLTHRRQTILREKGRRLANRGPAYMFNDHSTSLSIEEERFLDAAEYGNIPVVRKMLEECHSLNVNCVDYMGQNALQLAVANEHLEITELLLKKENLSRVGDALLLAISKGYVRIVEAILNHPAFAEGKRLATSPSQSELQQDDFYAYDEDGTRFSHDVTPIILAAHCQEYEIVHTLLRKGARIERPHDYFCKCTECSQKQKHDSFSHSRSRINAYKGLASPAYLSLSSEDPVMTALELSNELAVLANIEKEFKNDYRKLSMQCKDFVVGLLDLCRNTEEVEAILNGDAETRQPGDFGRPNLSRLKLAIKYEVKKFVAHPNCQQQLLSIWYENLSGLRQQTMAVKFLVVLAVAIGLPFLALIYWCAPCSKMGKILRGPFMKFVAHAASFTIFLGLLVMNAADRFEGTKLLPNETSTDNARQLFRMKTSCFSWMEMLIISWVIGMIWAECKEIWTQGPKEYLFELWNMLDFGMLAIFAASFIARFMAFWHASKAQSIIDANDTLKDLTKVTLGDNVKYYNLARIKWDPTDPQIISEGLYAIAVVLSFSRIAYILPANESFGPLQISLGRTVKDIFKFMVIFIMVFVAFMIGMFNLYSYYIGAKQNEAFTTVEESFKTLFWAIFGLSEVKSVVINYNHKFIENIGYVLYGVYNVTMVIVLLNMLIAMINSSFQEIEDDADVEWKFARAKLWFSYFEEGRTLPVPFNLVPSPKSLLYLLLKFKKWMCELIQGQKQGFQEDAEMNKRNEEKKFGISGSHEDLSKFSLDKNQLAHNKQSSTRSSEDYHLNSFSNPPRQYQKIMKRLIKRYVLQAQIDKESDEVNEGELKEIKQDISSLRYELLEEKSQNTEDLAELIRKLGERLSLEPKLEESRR
TRPC4 potent: allosterically enhances the mouse TRPC4 cation channel | Q9QUQ5 | HEK293 TRPC4beta/mu-opioid, DAMGO EC20, Fluo-4 Ca2+ flux; stronger effect = higher value | B-score at 10 µM | actives 0.42% (n = 310,000) | AID 2227;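 active means B-score of calcium response area above 5 SD of library B-scores, with initial fluorescence ratio within 5 SD of library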;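 further: B-score of integrated fluorescence ratio over time as area under calcium response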
MrgX1 agonist: activates human MrgX1 receptor signaling | Q96LB2 | MrgX1-HEK293 cells, Fluo-4 calcium fluorescence, agonist mode; stronger effect = higher value | B-score at 10 µM | actives 0.44% (n = 310,000);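 active means calcium response B-score plate-corrected fluorescence ratio at least 3 library SD, with starting fluorescence B-score inside 5 SD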
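System – MrgX1-expressing HEK293 cells · Incubation – cells plated overnight, dye loaded 0.5 h 37 °C, 0.5 h room temperature · Technique – kinetic Fluo-4 NW fluorescence of intracellular calcium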
TMEM16A act: mouse TMEM16A channel activation, primary screen | B-score at 10 µM | Q8BHY3 | actives 0.3% (n = 340,000) | HEK293 TMEM16A/YFP-H148Q/I152L, iodide quench fluorescence; stronger effect = lower value;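 active means fluorescence-ratio B-score plate-corrected deviation score at least 3 library SD below zero, with starting fluorescence score within 5 deviations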;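 further: channel opened by trigger with iodide after compound preincubation; score built on the fluorescence ratio of max minus min over baseline; more negative score means more quench and so TMEM16A activation or potentiation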
TRPC4 act: activators of mouse TRPC4 channel. HEK293 TRPC4beta/mu-opioid, Fluo4 calcium fluorescence; stronger effect = higher value. B-score at 10 µM. actives 0.49% (n = 310,000);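 active means B-score above 5 SD of library B-scores, and initial fluorescence ratio not above library mean plus 5 SD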;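 further: positive B-score marks a calcium rise read as TRPC4 activation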
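System: HEK293 cells stably co-expressing mouse TRPC4beta and mu-opioid receptor; Schedule: Fluo4 dye loading 45 min at room temperature, 110 s recording; Detection: Fluo4 fluorescence, kinetic; Evaluation: B-scored integrated calcium fluorescence ratio; Controls: buffer (low) and maximal DAMGO (high).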
RGS4 inh: human RGS4 inhibition. P49798. HEK293 M3R/RGS4 inducible, Fluo-4 calcium flux; stronger effect = higher value; triggered by carbachol at its EC20. B-score at 10 µM. actives 0.45% (n = 310,000). AID 463165;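 active means B-score, a plate-corrected calcium signal, over three deviations above library mean, with baseline fluorescence within five deviations of library mean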;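 further: RGS4 expression induced by doxycycline in cells with stable M3 receptor; B-score is computed from the integrated fluorescence ratio over baseline after carbachol; higher B-score means a larger calcium signal and so more RGS4 inhibition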
TRPC4 block: blocks the mouse TRPC4 cation channel. Q9QUQ5. HEK293 TRPC4beta/mu-opioid, DAMGO-evoked Fluo4 calcium flux; stronger effect = lower value. B-score at 10 µM. actives 0.39% (n = 300,000). AID 2247;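 active means B-score over 3 SD under the library average, no early fluorescence shift, positive overall ratio signal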
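Assay system: HEK293 cells with stable TRPC4beta plus mu-opioid receptor expression; Probe or stimulus: DAMGO in two steps, submaximal then maximal; Dosing: single-point compound dosing; Measured by: Fluo4 calcium-dye fluorescence, kinetic read; Read-out basis: B score from integrated Fluo4 fluorescence ratio.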
TMEM16A inh: mouse TMEM16A channel inhibition, primary screen; HEK293 TMEM16A/YFP iodide influx fluorescence, ionomycin; Q8BHY3; normalized B-score (activity score, 25-100; higher = stronger inhibition) at 10 µM; actives 1.2% (n = 310,000);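 active means ratio plate-corrected score three or more library SD toward inhibition, starting fluorescence score within five deviations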;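 further: score derived from kinetic fluorescence span divided by baseline fluorescence per well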
MrgX1 PAM: allosterically activates human MrgX1 receptor signaling. actives 0.63% (n = 310,000). MrgX1-HEK293, Fluo-4 calcium flux, FDSS; stronger effect = higher value. B-score at 10 µM. Q96LB2;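 active means plate-corrected calcium response at least 3 library SD above typical, normal starting fluorescence, not activating the receptor alone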;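 further: compound read alongside a low EC10 to EC30 dose of BAM8-22 agonist; peak minus trough fluorescence over baseline measured at the second addition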
TRPC6 inh: inhibitors of mouse TRPC6 channel; HEK293-TRPC6, membrane potential dye, ACh-evoked depolarization; stronger effect = lower value; B-score at 10 µM; Q61143; actives 1.1% (n = 310,000); AID 2553;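 active means B-score under library mean minus 3 SD, initial fluorescence not abnormally high, positive integrated signal ratio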;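 further: B-score derived from integrated fluorescence ratio over the kinetic read; more negative B-score means stronger inhibition of depolarization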
MrgX1 antag: blocks BAM8-22 activation of human MrgX1 receptor; AID 588676; B-score at 10 µM; actives 1.3% (n = 310,000); Q96LB2; MRGX1-HEK293 calcium flux, Fluo-4, BAM8-22 antagonism; stronger effect = lower value;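 active means calcium-response B-score plate-corrected more than 3 library SD below zero, starting fluorescence within 5 deviations, no agonist response on first addition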;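 further: peak minus trough fluorescence over baseline after final BAM8-22 challenge near maximal dose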
Numbers without * were called inactive; i = inactive; nt = no result given. Outcome played no part in choosing rows; any-hit rate near 5.8%.

Values run as follows: MrgX1 PAM	RGS4 inh	TRPC4 block	TMEM16A inh	TMEM16A act	MrgX1 antag	TRPC4 potent	MrgX1 agonist	TRPC6 act	TRPC4 act	TRPC6 inh
> CC1C2(C)OC(=N)C(C#N)(C(C)O2)C1(C#N)C#N (configuration not stated)
→ i	i	i	i	-6.3*	i	i	i	i	i	i
> COc1ccc(-n2nnnc2SCC(=O)Nc2cc(OC)c([N+](=O)[O-])cc2C)cc1
→ i	i	i	i	i	i	i	i	i	i	i
> COP(C)(=O)c1c(C)nn(-c2ccccc2)c1C (configuration not stated)
→ i	i	i	i	i	i	i	i	i	i	i
> COc1cc(C(=O)NN(CCC#N)C2=NS(=O)(=O)c3ccccc32)cc(OC)c1OC
→ i	i	i	i	i	i	i	i	i	i	i
> COc1ccc(/C=C2/SC(=O)N(CC(=O)NCCC(C)C)C2=O)cc1OC
→ i	i	i	i	i	i	i	i	i	i	i
> CCOC(=O)CNC(=O)CSc1nnc(-c2cccc(C)c2)n1-c1ccc(OC)cc1
→ i	i	i	i	i	i	i	i	i	i	i
> O=C(O)c1ccccc1NC(=O)N1CCOCC1
→ i	i	i	i	i	i	i	i	i	i	i
> CCCn1c(N)c(N(CCOC)C(=O)c2ccc(F)cc2)c(=O)[nH]c1=O
→ i	i	i	i	i	i	i	i	i	i	i
> O=C(Cc1ccccc1)NNC(=O)c1ccc(Br)o1
→ nt	i	i	nt	i	nt	i	nt	i	i	i
> CC(C)C1N=C2c3ccccc3N=C(SCC(=O)c3ccc(O)c(O)c3)N2C1=O (configuration not stated)
→ i	i	i	i	i	i	i	i	i	i	i
> Cc1cccnc1NC(=O)CSc1ncnc2sc(C)c(C)c12
→ i	i	i	i	i	i	i	i	i	i	i
> C#CC(CC)(CC)NC(=O)c1ccc(Br)s1
→ i	i	i	i	i	i	i	i	i	i	i
> Cn1c(SCC(=O)N2CCCc3ccccc32)nc2ccccc2c1=O
→ i	i	i	i	i	i	i	i	i	i	i
> Cc1ccc(C(=O)c2coc3ccc(OCC(=O)O)cc23)cc1
→ i	i	i	i	i	i	i	i	i	i	i
> COc1cc2c(cc1/C=C/C(=O)O)OC(C)C2 (configuration not stated)
→ i	i	i	i	i	i	i	i	i	i	i
> O=C(C1CCCCC1)N1CCN(S(=O)(=O)c2ccc(Cl)cc2)CC1
→ i	i	i	i	i	i	i	i	i	i	i
> CCCC(=O)Nc1ccc(C(=O)NNC(=O)c2cccc([N+](=O)[O-])c2)cc1
→ i	i	i	i	i	i	i	i	i	i	i
> N#Cc1c(-c2cccc([N+](=O)[O-])c2)nc2n(c1=O)CCS2
→ i	i	i	i	i	i	i	i	i	i	i
> Cc1ccc(S(=O)(=O)N2CCN(C(=O)C3CCCC3)CC2)cc1C
→ i	i	i	i	i	i	i	i	i	i	i
> COc1cc2cc(C(=O)N/N=C/c3ccc(F)cc3)[nH]c2cc1OC
→ i	i	i	i	nt	i	i	i	i	i	i
> Cc1c(F)cccc1NS(=O)(=O)c1ccc(OCCNS(C)(=O)=O)cc1
→ i	i	i	i	i	i	i	i	i	i	i
> Cc1cc(C)nc(NC(=O)c2csnn2)c1
→ i	i	i	i	i	i	i	i	i	i	i
> COc1ccc(C(O)(C(=O)NNc2ccc(C)cc2)c2cccs2)cc1 (configuration not stated)
→ i	i	i	i	i	i	i	i	i	i	i
> Cc1ccc(NC(=S)N(CCN(C)C)C(C)c2ccco2)c(C)c1 (configuration not stated)
→ i	i	i	i	i	i	i	i	i	i	i
> CC(=O)c1ccc(NC(=O)CCCCCn2nnc3ccccc3c2=O)cc1
→ i	i	i	i	i	i	i	i	i	i	i
> CCOC(=O)N1CCN(C(=O)c2ccc3c(=O)n(CCc4ccccc4)c(=O)[nH]c3c2)CC1
→ i	i	i	i	i	i	i	i	i	i	i
> O=C(CSC1=NS(=O)(=O)c2ccccc21)Nc1ccccc1
→ i	9.4*	i	i	i	i	i	i	i	i	i
> CCCc1n[nH]c2c1/C(=N\O)CCC2
→ i	i	i	i	i	i	i	i	i	i	i
> Nc1c(S(=O)(=O)c2ccccc2)csc1C(=O)O
→ i	i	i	i	i	i	i	i	i	i	i
> CCc1ccc(C2c3[nH]c4ccccc4c3CCN2C(=O)CN2CCN(CC)CC2)cc1 (configuration not stated)
→ i	i	i	i	i	i	i	i	i	i	i
> O=C(CCCNC(=O)c1ccc(Cl)cc1)Nc1ncccc1O
→ i	i	i	i	i	i	i	i	i	i	i
> Cc1ccc2c(c1)N(CCC(=O)NCCCOC(C)C)C(=O)C(C)O2 (configuration not stated)
→ i	i	i	i	i	i	i	i	i	i	i
> O=C(CSCc1cc(=O)n2ccsc2n1)Nc1ccccc1
→ i	i	i	i	i	i	i	i	i	i	i
> O=C(CCC(=O)Nc1ccccc1)NNC(=O)c1ccccc1Cl
→ i	i	i	i	i	i	i	i	i	i	i
> Cc1ccc(CCN2CC(C(=O)NCc3cccnc3)CC2=O)cc1 (configuration not stated)
→ i	i	i	i	i	i	i	i	i	i	i
> CN(C)NC(=O)C(NC(=O)c1ccccc1)C12CC3CC(CC(C3)C1)C2 (configuration not stated)
→ i	i	i	i	i	i	i	i	i	i	i
> CC(C)(C)c1ccc(/C=N/NC(=O)Cc2c[nH]c3ccccc23)cc1
→ i	i	i	i	i	i	i	i	i	i	i
> O=C(CCC1CCCN(Cc2cccc(Cl)c2)C1)NCc1ccccc1F (configuration not stated)
→ i	i	i	i	i	i	i	i	i	i	i
> CCc1ccc(N(C(=O)CCC(=O)Nc2cc(C)on2)C(C(=O)NC2CCCC2)c2ccco2)cc1 (configuration not stated)
→ i	i	i	i	i	i	i	i	i	i	i
> CCOC(=O)c1cnc(SCC(=O)Nc2nc(C)c(C)s2)nc1N
→ i	i	i	i	i	i	i	i	i	i	i
> COc1ccc(Nc2nc(N3CCN(S(=O)(=O)N(C)C)CC3)nc3ccccc23)cc1
→ i	i	i	i	i	i	i	i	i	i	i
> Cn1c(=O)c2c(nc(Cl)n2CC(=O)N2CCCCC2)n(C)c1=O
→ i	i	i	i	i	i	i	i	i	i	i
> O=C(Nc1c(Cl)ccc2nsnc12)c1ccc([N+](=O)[O-])o1
→ i	i	i	i	i	i	i	i	i	i	i
> CCc1cc(=O)oc2cc(OC3CCCCC3=O)ccc12 (configuration not stated)
→ i	i	i	i	i	i	i	i	i	i	i
> CC(=O)c1ccc(OCC(C)C)c(CN2CCCCC2)c1
→ i	i	i	i	i	i	i	i	i	i	i
> CC(C)(C)NC(=O)CN(C(=O)c1ccc(Cl)nc1)c1cccc2ccccc12
→ i	i	i	i	i	i	i	i	i	i	i
> O=C(NCc1ccc2c(c1)OCO2)C1CC(=O)N(C2CCCCCCC2)C1 (configuration not stated)
→ i	i	i	i	i	i	i	i	i	i	i
> Cc1ccc(C)c(OCc2cc(C(=O)NC3CCN(Cc4ccccc4)CC3)no2)c1
→ i	i	i	i	i	i	i	i	i	i	i
> O=C(NNC(=O)C1CC=CCC1C(=O)O)c1ccc(Cl)cc1 (configuration not stated)
→ i	i	i	i	i	i	i	i	i	i	i
> CCOC(=O)Nc1sc2c(c1C#N)CCC(C)C2 (configuration not stated)
→ i	i	i	i	i	i	i	i	i	i	i
> CN(C)S(=O)(=O)c1cccc(-c2nn(-c3ccccc3)cc2/C=C(/C#N)C(=O)NCc2ccco2)c1
→ i	i	i	i	i	i	i	i	i	i	i
> O=[N+]([O-])c1ccc(-n2cccn2)c(-c2nn[nH]n2)c1
→ i	i	i	i	i	i	i	i	i	i	i
> COc1cccc(CNC(=O)COC(=O)C2CC3CCCC(C2)C3=O)c1 (configuration not stated)
→ i	i	i	i	i	i	i	i	i	i	i
> CCCn1nc2cc(C(=O)NCc3ccc(C)cc3)ccc2c1OCC
→ i	i	i	i	i	i	i	i	i	i	i
> COc1ccc(/C=N/NC(=O)c2ccn[nH]2)cc1Cn1cc([N+](=O)[O-])cn1
→ i	i	i	i	i	i	i	i	i	i	i
> CC(C)OP(=O)(Nc1cccc2ccccc12)OC(C)C
→ i	i	i	i	i	i	i	i	i	i	i
> Cc1cc(C)cc(-n2ncc3c2CCCC3NC(=O)c2ccccc2N2CCOCC2)c1 (configuration not stated)
→ i	i	i	i	i	i	i	i	i	i	i
> CN1CCN(C(=O)/C=C\c2ccc(Cl)cc2)CC1
→ i	i	i	i	i	i	i	i	i	i	i
> CC(C)(C)c1ccc(/C=N/NC(=O)C2CCCC2)cc1
→ i	i	i	i	i	i	i	i	i	i	i
> COC(=O)c1ccc(OCC(=O)Nc2nn(-c3ccccc3)nc2C(N)=O)cc1
→ i	i	i	i	i	i	i	i	i	i	i

(more compounds)
Values run as follows: MrgX1 PAM	RGS4 inh	TRPC4 block	TMEM16A inh	TMEM16A act	MrgX1 antag	TRPC4 potent	MrgX1 agonist	TRPC6 act	TRPC4 act	TRPC6 inh
> CC1(C)CC(=O)c2cc(OCC(=O)NCc3cccnc3)ccc2O1
→ i	i	i	i	i	i	i	i	i	i	i
> O=C(Cc1cccc2ccccc12)N1CCN(c2ncccn2)CC1
→ i	i	i	i	i	i	i	i	i	i	i
> O=C(OCC(=O)c1ccc[nH]1)c1ccc(S(=O)(=O)N2CCCCCC2)cc1
→ i	i	i	i	i	i	i	i	i	i	i
> S=c1[nH]nc(CN2CCCCC2)n1Cc1ccccc1
→ i	i	i	i	i	i	i	i	i	i	i
> Cc1cc(C(=O)N/N=C/c2ccccn2)c2ccccc2n1
→ i	i	i	i	i	i	i	i	i	i	i
> Cc1ccc(C)c(N2CCN(C(=O)C3CCCN(c4ncnc5c4nc4n5CCCCC4)C3)CC2)c1 (configuration not stated)
→ i	i	i	i	i	i	15*	i	i	i	i
> CCOC(=O)c1[nH]c2ccc(Br)cc2c1NC(=O)CNC
→ i	i	i	i	i	i	i	i	i	i	i

Assay outcomes as filed in PubChem BioAssay.
